High-throughput results deposited in PubChem BioAssay by several laboratories.
HePTP inh – blocks human HePTP tyrosine phosphatase. 0.64% of 110,000 active. inhibition, % at 20 µM. recombinant HePTP phosphatase activity, OD absorbance. P35236; in the data active means inhibition above about 50%;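 further: plate controls were vehicle for no effect and reference inhibitor for full effect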
Target sequence (P35236 whole entry, looked up): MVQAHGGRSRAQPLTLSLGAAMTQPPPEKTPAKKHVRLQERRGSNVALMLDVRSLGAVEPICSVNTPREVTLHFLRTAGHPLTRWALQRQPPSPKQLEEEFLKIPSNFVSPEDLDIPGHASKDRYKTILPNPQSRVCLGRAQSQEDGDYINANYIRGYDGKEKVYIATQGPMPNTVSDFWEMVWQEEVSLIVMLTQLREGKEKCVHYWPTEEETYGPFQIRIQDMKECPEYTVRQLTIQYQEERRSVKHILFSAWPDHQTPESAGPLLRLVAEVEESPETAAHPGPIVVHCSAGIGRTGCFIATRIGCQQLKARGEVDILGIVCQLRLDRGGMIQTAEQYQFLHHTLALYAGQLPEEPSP
BAP1 block – human BAP1 deubiquitinase inhibition | recombinant BAP1, Ub-AMC hydrolysis fluorescence kinetic; hits give low values | activity remaining (% of control), % at 20 µM | 0.48% of 72,000 active | AID 436;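 active means activity remaining at or below 50% of control, provided the compound also passes the data quality filters; inactive means the rest, including low values that fail the filters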;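 further: 100% = DMSO wells rate and 0% = substrate alone blank rate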
Target sequence (Q92560 whole entry, looked up): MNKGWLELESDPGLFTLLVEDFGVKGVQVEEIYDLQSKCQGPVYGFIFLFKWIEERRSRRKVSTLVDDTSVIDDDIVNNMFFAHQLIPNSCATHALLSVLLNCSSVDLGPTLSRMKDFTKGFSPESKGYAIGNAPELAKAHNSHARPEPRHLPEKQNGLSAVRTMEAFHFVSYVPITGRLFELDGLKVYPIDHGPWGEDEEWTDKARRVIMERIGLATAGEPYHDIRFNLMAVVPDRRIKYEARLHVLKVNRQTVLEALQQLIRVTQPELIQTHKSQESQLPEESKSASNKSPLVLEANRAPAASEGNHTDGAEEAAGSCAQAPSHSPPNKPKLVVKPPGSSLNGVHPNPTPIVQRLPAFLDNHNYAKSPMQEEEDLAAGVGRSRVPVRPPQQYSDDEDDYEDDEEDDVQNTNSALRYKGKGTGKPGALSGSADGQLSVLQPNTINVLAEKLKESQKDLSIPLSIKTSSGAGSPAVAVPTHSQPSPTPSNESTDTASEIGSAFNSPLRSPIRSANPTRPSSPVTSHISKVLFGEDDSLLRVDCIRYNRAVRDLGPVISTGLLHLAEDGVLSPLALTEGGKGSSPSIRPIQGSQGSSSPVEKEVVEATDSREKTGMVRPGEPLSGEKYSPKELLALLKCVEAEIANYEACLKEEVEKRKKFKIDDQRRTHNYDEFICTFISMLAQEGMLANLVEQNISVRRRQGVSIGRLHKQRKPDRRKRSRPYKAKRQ
* hit, by the source's call; nt = no result given; & = joins results of further samples.

SMILES	HePTP inh	BAP1 block
O=[N+]([O-])c1ccc(NC(=S)Nc2ccc(F)cc2)c(O)c1	2	nt
COc1ccc(-c2cc(-c3ccccc3)nc(N/N=C/c3ccc(O)c(C)c3O)n2)cc1	2	nt
c1csc(-c2csc(-c3nc(-c4cccs4)cs3)n2)c1	-5	nt
O=C(Nc1ccccc1C(=O)NC(Cc1ccc(O)cc1)C(=O)O)c1ccccc1 (stereo not given)	-8	nt
CCCOc1ccc(N2C(=O)CC(N3CCCC(C(=O)N4CCCC4)C3)C2=O)cc1 (stereo not given)	9	102
COc1cc(C=C2C(=O)NC(=O)NC2=O)cc(Cl)c1OC(C)C	8	nt
O=C(Nc1nc2ccc(Cl)cc2s1)c1ccc(Br)s1	-7	nt
COc1ccccc1NC(=O)c1cc(Sc2nncn2C)nc2ccccc12	6	108
O=C(CSc1nnc(-c2ccccc2O)o1)N1CCc2ccccc2C1	5	93
CC(=O)c1cccc(NC2C=CS(=O)(=O)C2)c1 (stereo not given)	1	nt
c1ccc2c(NCC3CCCO3)nc(-c3ccncc3)nc2c1 (stereo not given)	5	70
Cc1noc(C)c1CSc1nc2ccccc2nc1NS(=O)(=O)c1ccc(Cl)cc1	11	nt
CCSc1nnc(NC(=O)C(C(F)(F)F)C(F)(F)F)s1	11	61
Cc1cc(C(=O)OCC(=O)NCc2ccco2)c(C)n1-c1ccc(F)cc1	6	105
COc1cc(C2=NOC(C(=O)NC3CCCCC3)C2)cc(OC)c1OC (stereo not given)	9	95

Reformatted field by field: 3 of the compounds above.
O=C(Nc1nc2ccc(Cl)cc2s1)c1ccc(Br)s1
  HePTP inh: -7; BAP1 block: nt

c1ccc2c(NCC3CCCO3)nc(-c3ccncc3)nc2c1 (stereo not given)
  HePTP inh: 5; BAP1 block: 70

CCSc1nnc(NC(=O)C(C(F)(F)F)C(F)(F)F)s1
  HePTP inh: 11; BAP1 block: 61

The listing continues:
SMILES	HePTP inh	BAP1 block
O=C(NCCOc1ccc(Cl)cc1)c1ccc([N+](=O)[O-])cc1	-1	nt
Cc1sc(NC(=O)c2sc3ccccc3c2Cl)c(C#N)c1C	-8	nt
COC(=O)/C=C1/N/C(=N/c2nc3ccccc3s2)NC1=O	4	nt
CC(C)Sc1nc2ccc(N3C(=O)c4ccccc4C3=O)cc2s1	5	nt
O=C(c1ccc(Cl)cc1)N1CCN(c2ccc([N+](=O)[O-])cc2C(F)(F)F)CC1	2	nt
Cc1cccc(-n2c(C)cc(/C=N/NC(=O)c3ccc(CN4CCOCC4)cc3)c2C)c1	-1	nt
CC(=O)Nc1cc([N+](=O)[O-])ccc1Nc1ccccc1	11	nt
CCc1c(C)sc(NC(=O)C(C)Oc2cccc(Cl)c2)c1C(N)=O (stereo not given)	1	nt
O=C(CSc1nc2c(cnn2-c2ccc(F)cc2)c(=O)[nH]1)N1CCCCCC1	3	84
O=C(NCCN1CCOCC1)c1ccc2c(c1)N(Cc1ccc(F)cc1)C(=O)CS2	-3	95
Cc1nc2cc(N=Cc3ccccc3O)ccc2n1C	-21	nt
Clc1ccc(-c2csc(Nc3ccccc3)n2)cc1	nt	55
CCOC1=NC(C(F)(F)F)(C(F)(F)F)N=C(N=C(SC)SC)O1	6	nt
Cc1nn(-c2ccccc2)c2c1C1(C(=O)N(C)c3ccccc31)C(C#N)=C(N)O2 (stereo not given)	-2	112
CNc1ccccc1-n1ccc(-c2ccccc2)n1	12	72
Cc1ccc(C(C)C)c(OCC(=O)Nc2ccc(O)c(-c3nc4ccccc4o3)c2)c1	2	nt
c1ccc2c(N3CCCCC3)nc(N3CCCCC3)nc2c1	6	57
Cc1nn(Cc2ccccc2)c(Cl)c1C(=O)OCc1nnc(-c2ccc(Cl)cc2)o1	-23	nt
O=C(NCCCNc1ccc([N+](=O)[O-])cc1)c1cccc(Br)c1	-3	nt
CC(C)=CC/C=C1\CCC2C(=O)N(c3ccccc3)C(=O)C2C1 (stereo not given)	-4	nt
Cc1cccc(CCNC(=O)c2nnc(Cc3ccc(Cl)cc3)o2)c1	3	87
O=C(Oc1ccc(/C=N/NC(=O)C(O)c2ccccc2)cc1)c1cccs1 (stereo not given)	-14	nt
O=C(Oc1ccc(NS(=O)(=O)c2ccccc2)cc1)c1ccc(Cl)cc1	-8	nt
CN(C)c1nc(OCCNC(=O)COc2ccc(Cl)cc2Cl)nc(N2CCOCC2)n1	7	89
CCOC(=O)c1sc(N)c(C#N)c1CSc1nnc(C2CCCCC2)n1N	-6	90
CCn1c(=O)c(C(=O)NCc2ccc(OC)cc2)c(O)c2ccccc21	2	97
O=C(NCc1ccco1)c1ccc2nc3sc4c(c3c(=O)n2c1)CCCC4	5	80
Cc1ccc(C)c(NC(=O)CSc2nnc(CSc3nc(C)cc(C)n3)n2Cc2ccco2)c1	7	123
CN1CCN(C(=O)c2ccccc2NC(=O)c2ccc(Cl)cc2Cl)CC1	-13	nt
NC(=O)c1c(NC(=O)c2cc3cc(Br)ccc3oc2=O)sc2c1CCCC2	2	nt
Cn1c(=O)[nH]c(=O)c2c1nc(Br)n2CCCO	-10	108
Cc1nn(CC(=O)NCC#N)c(C)c1[N+](=O)[O-]	nt	102
c1ccc(CNCC2COc3ccccc3O2)cc1 (stereo not given)	-6	nt
Cc1cc(NC(=O)c2ccc3c(c2)OCCO3)no1	5	114
O=C(Nc1ccccc1C(F)(F)F)c1cc(I)ccc1Cl	6	nt
O=C(COc1ccc(Cl)cc1Cl)Nc1nnc(-c2ccco2)s1	-3	nt
Cc1sc2nc(CN(C(=O)c3cccs3)C3CCCC3)[nH]c(=O)c2c1C	-5	90
CCc1ccc(NCCC(=O)c2ccc(Br)cc2)cc1	-10	nt
COc1ccc(NC(c2ccccc2)c2ccncc2)cc1 (stereo not given)	10	nt
CC1(C)CC(=O)C2=C(C1)N(c1ccc(F)cc1)C(=O)CC2c1cccnc1 (stereo not given)	7	105
COc1ccc(OC)c(N(CC(=O)N/N=C/c2ccc(OC3CSC3)cc2)S(=O)(=O)c2ccccc2)c1	10	nt
COc1cc2c(cc1OC)C(C)N(C(=O)c1cc3ccccc3o1)CC2 (stereo not given)	7	93
Cc1ccc(C(=O)c2ccc(Br)cc2)cc1S(=O)(=O)Nc1cccc(C(=O)O)c1	1	nt
Cc1cc(OCCCCCNCCO)ccc1Cl	6	nt
CCc1ccc(-n2c(C)cc(C=C(C#N)C#N)c2C)cc1	0	nt

An excerpt from above in order of formula weight, ascending:
SMILES	HePTP inh	BAP1 block
Cc1cc(NC(=O)c2ccc3c(c2)OCCO3)no1	5	114
CCc1ccc(-n2c(C)cc(C=C(C#N)C#N)c2C)cc1	0	nt
COc1cc2c(cc1OC)C(C)N(C(=O)c1cc3ccccc3o1)CC2 (stereo not given)	7	93
CC1(C)CC(=O)C2=C(C1)N(c1ccc(F)cc1)C(=O)CC2c1cccnc1 (stereo not given)	7	105
Cc1ccc(C(=O)c2ccc(Br)cc2)cc1S(=O)(=O)Nc1cccc(C(=O)O)c1	1	nt

Later entries.
SMILES	HePTP inh	BAP1 block
COc1cccc(NC(=O)C2c3ccccc3Oc3ccccc32)c1	-2	nt
CCOC(=O)N1CCN(c2c(N3CCC(N4CCCCC4)CC3)c(=O)c2=O)CC1	6	94
O=C(CSc1nnc(CSc2nc3ccccc3s2)o1)NC1CCCCC1	6	98
CCN(CC)CCNC(=O)Cn1cnc2sc(C)c(S(=O)(=O)N3CCOCC3)c2c1=O	4	nt
O=C(NC1CCN(Cc2ccccc2)CC1)C1CCCN(S(=O)(=O)c2cccc3nonc23)C1 (stereo not given)	-17	99
CC(=O)N1C(=O)N(C)C2C1N(C)C(=O)N2C(C)=O (stereo not given)	2	100
CCOC(=O)c1cccc(NC(=O)CN(c2ccc(C)cc2)S(=O)(=O)c2c(C)n[nH]c2C)c1	-5	96
CCCCOc1ccc(Cc2c(O)nc(N)[nH]c2=O)cc1	-11	nt
FC(F)(F)c1ccc2nnc(-c3cccc(OCc4ccccc4)c3)n2c1	101*	nt
Cn1c(/C=C/c2cccnc2)nc2ccccc2c1=O	9	nt
CCCC(=O)Nc1c(C(=O)OCC)[nH]c2ccccc12	0	99
CCc1ccccc1NC1=NS(=O)(=O)c2cc([N+](=O)[O-])ccc21	-3	nt
Cc1[nH]nc2c1C1C(C2)C1(C)C (stereo not given)	nt	68
CC1(C)CC(=NOC(=O)N2c3ccccc3C=Cc3ccccc32)CC(C)(C)N1	-5	nt
NC(=O)c1cc(S(=O)(=O)Nc2cccc(F)c2)co1	11	94
O=C(/C=C/c1ccc(F)cc1)NC(=S)Nc1cccc(O)c1	7	nt
Cc1cc(NC(=O)c2ccco2)ncc1NC(=O)CCc1ccccc1	9	61
COc1ccc(-n2c(Cc3cccn3C)nnc2SCC(=O)Nc2ccccc2F)cc1	-5	80
O=C(NC(NC(=O)c1ccco1)c1ccc(Br)cc1)c1ccco1	104*	nt
COc1ccc(NC(=O)c2ccccc2N)cc1	4	nt
COc1ccc2oc(=O)c(-c3csc(N/N=C/c4ccco4)n3)cc2c1	9	nt
CC(=O)C(Sc1nn(C)c(=S)s1)C(=O)Nc1ccccc1 (stereo not given)	0	91
O=C(O)CN1CCN(Cc2ccc(F)cc2Cl)C1=O	-9	99
O=S(=O)(Nc1cccc(-c2cn3ccccc3n2)c1)c1ccccc1	nt	116
O=C(COC(=O)C1CC(=O)N(c2ccc3c(c2)OCCO3)C1)NC1CCCc2ccccc21 (stereo not given)	4	110
CC(=O)Nc1coc2ccc(Br)cc12	3	97
COc1ccccc1-c1noc(CCC(=O)Nc2cccc(C)c2)n1	0	101
Cc1ccc(Nc2cc(C)c3ccccc3n2)cc1Cl	nt	114
COc1cc(/C=N/N2C(=O)c3cccc4cccc(c34)C2=O)cc(I)c1O	12	nt
Cc1ccc(Br)cc1S(=O)(=O)N1CCC(C)CC1	5	nt
COC(=O)C1=C(C)NC(=O)NC1c1ccccc1Br (stereo not given)	5	nt
COc1ccc(OCCSc2nc3ccccc3n2CC(=O)O)cc1	8&3	89&58
CC(C)c1ccc(NC(=O)c2cccnc2)cc1	3&-8	90
O=S(=O)(NC1C2CC3CC(C2)CC1C3)c1ccc2ccccc2c1 (stereo not given)	-6	nt
Cc1ccc(-n2c(SCc3nnc4n3CCC4)nnc2-c2ccccc2)cc1	nt	104
Cc1cc(Nc2ccccc2)n(CCOC(=O)COc2ccccc2)n1	1	100
O=C(O)CN(c1ccc(F)cc1)S(=O)(=O)c1ccc2c(c1)OCCO2	7	99
CCOc1ccc(NC(=O)C2=C(C)NC(=O)NC2c2cc(OC)ccc2OC)cc1 (stereo not given)	3	nt
CCOC(=O)C1=C(C)N=c2s/c(=C\c3ccc(I)cc3)c(=O)n2C1c1ccc(O)cc1 (stereo not given)	-26	nt
Cc1onc(-c2c(Cl)cccc2Cl)c1C(=O)NCc1ccncc1	6	nt
N#Cc1c(-c2ccco2)cc(C2CC2)nc1N	-2	904
Cc1ccc(-c2nc3cc(N=Cc4cc(Cl)ccc4O)ccc3o2)cc1	nt	60
CCOc1cc(/C=C2/C(=O)NC(=O)N(C)C2=O)cc(I)c1O	-9	nt
Cn1c(C(=O)NCCc2ccsc2)cc2c(=O)n(C)c3ccccc3c21	-6	89
COc1cc(C2/C(=C(\O)c3ccc(C)cc3)C(=O)C(=O)N2CCCC(=O)O)ccc1O (stereo not given)	-6	nt
COc1cc(C=Nc2ccc(S(=O)(=O)Nc3ccccn3)cc2)ccc1OCc1ccccc1	nt	103
O=C(CCc1ccccc1)NNC(=O)c1ccc(Cl)cc1Cl	11	nt
CCc1ccccc1NC(=O)CC1S/C(=N\c2nccs2)N(CC)C1=O (stereo not given)	4	96
O=C(CN(Cc1ccc(F)cc1)C(=O)CCC(=O)Nc1ccccn1)NCc1ccco1	-7	123
NC(=O)c1ccccc1NC(=O)C(F)(F)F	nt	112
CC(=O)NC(CCS(C)(=O)=O)C(=O)Nc1ccc(Cl)c(Cl)c1 (stereo not given)	-6	86
COC(=O)c1ccc(-c2nc(O)c3cnccn23)cc1	5	96
COC(=O)c1ccccc1NC(=O)c1ccc(Cl)c([N+](=O)[O-])c1	-10	nt
CC(C)C(=O)Nc1cccc(NC(=O)c2cc3ccccc3o2)c1	12	70
CC(=O)Nc1ccccc1OCC(=O)c1ccc2c(c1)OCO2	9	nt
CC(NC(=O)c1noc2c1CCCC2)c1ccccc1 (stereo not given)	13	103
CCOc1c(Br)cc(/C=C2N=C(/C=C/c3ccccc3)OC/2=O)cc1OC	-1	nt
CC(=O)Nc1ccc(S(=O)(=O)N2CCC(Cc3ccccc3)CC2)cc1	-3	nt
COc1ccc(C(=O)NCCSCc2ccc(Br)cc2)cc1	1	nt
COc1ccc(CC(=O)N2CC(C)CC(C)C2)cc1 (stereo not given)	0	nt

5 entries picked at random from the list so far:
SMILES	HePTP inh	BAP1 block
CCCCOc1ccc(Cc2c(O)nc(N)[nH]c2=O)cc1	-11	nt
Cc1cc(Nc2ccccc2)n(CCOC(=O)COc2ccccc2)n1	1	100
CCOc1ccc(NC(=O)C2=C(C)NC(=O)NC2c2cc(OC)ccc2OC)cc1 (stereo not given)	3	nt
Cc1ccc(-c2nc3cc(N=Cc4cc(Cl)ccc4O)ccc3o2)cc1	nt	60
CCOc1cc(/C=C2/C(=O)NC(=O)N(C)C2=O)cc(I)c1O	-9	nt

New compounds follow:
SMILES	HePTP inh	BAP1 block
Cc1ccc(CNC(=O)CN(c2cccc(Cl)c2)S(=O)(=O)c2ccccc2)cc1	10	nt
CCCCN(C(=O)NC(=O)Nc1c(C)cc(C)cc1C)S(C)(=O)=O	12	102
CCOc1cc(C2C(C(=O)O)c3cc(OCC)c(OCC)cc3C(=O)N2C)ccc1O (stereo not given)	-1	106
CCOC(=O)c1c(-c2ccccc2)csc1NC(=O)c1ccco1	8	nt
CCCC(=Nc1cccc([N+](=O)[O-])c1)C1=C(O)CC(C)(C)CC1=O	61*	nt
CC(NC(=O)c1cccc(F)c1)C1CC1 (stereo not given)	2	nt
CCOC(=O)c1c(N)c(C#N)nn1-c1ccccc1C(=O)OC	7	62
Cn1c(=O)c2c(nc(NCC3CCCO3)n2C)n(C)c1=O (stereo not given)	5	50
O=C(CCC(=O)N(c1cccc(F)c1)C(C(=O)NC1CCCC1)c1ccncc1)Nc1cccnc1 (stereo not given)	2	84
CC(=O)Nc1ccccc1C(=O)N1CCN(c2ccccc2)CC1	-9	nt
